# TNAP inh hi DEA = blocks human TNAP under high phosphate acceptor concentration. AID 1135. P05186. purified TNAP, CDP-star luminescence, 1 M DEA. hit rate 0.03% among 200,000. inhibition, % at 20 µM;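 active means over 50% inhibition of tissue-nonspecific alkaline phosphatase at 20 µM in the single-dose screen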;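 further: plate controls were DMSO wells for no effect and EDTA-quenched wells as full inhibition for full effect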
# Target sequence (P05186 whole entry, looked up): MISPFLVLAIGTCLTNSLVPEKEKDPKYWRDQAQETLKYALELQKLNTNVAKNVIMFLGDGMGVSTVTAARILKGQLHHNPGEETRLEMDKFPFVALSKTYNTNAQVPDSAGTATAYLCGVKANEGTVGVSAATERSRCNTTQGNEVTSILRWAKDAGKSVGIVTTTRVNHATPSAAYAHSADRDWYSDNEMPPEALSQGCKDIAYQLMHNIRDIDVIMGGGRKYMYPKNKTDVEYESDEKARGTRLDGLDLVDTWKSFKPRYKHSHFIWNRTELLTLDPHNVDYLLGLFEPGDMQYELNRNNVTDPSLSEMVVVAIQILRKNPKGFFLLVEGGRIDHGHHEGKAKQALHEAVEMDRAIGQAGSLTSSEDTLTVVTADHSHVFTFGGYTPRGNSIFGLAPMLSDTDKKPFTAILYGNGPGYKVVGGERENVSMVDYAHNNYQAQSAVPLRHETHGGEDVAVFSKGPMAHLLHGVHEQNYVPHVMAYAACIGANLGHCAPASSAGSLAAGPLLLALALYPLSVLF
# TNAP act hiacc = TNAP (human) activation, high acceptor. P05186. purified TNAP, CDP-star luminescence, 1 M DEA, 30 min; stronger effect = higher value; 0 = EDTA background, 1 = DMSO-only activity. 200,000 tested, under 10 active. activation factor at 20 µM;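 active means activation factor at least 2 at 20 µM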
#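 Dosing: 20 µM single point. System: human TNAP. Amount: TNAP 1/800 final. Incubation: 30 min, room temperature. Read-out: TNAP activation factor scaled between EDTA and DMSO control wells. Signal: luminescence from CDP-star hydrolysis. Medium: 1 M DEA, pH 9.8, Mg2+, Zn2+. Control set: EDTA negative control, DMSO positive control.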
# FLuc inh counter = counter-screen for luciferase assay inhibitors: firefly luciferase inhibition; P08659; ATPLite firefly luciferase biochemical luminescence, 10 min; inhibition, % at 10 µM; hit rate 1.5% among 200,000; AID 1006;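 active means inhibition above about 50% when tested at 10 µM, limit read from the data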
# Target sequence (P08659 whole entry, looked up): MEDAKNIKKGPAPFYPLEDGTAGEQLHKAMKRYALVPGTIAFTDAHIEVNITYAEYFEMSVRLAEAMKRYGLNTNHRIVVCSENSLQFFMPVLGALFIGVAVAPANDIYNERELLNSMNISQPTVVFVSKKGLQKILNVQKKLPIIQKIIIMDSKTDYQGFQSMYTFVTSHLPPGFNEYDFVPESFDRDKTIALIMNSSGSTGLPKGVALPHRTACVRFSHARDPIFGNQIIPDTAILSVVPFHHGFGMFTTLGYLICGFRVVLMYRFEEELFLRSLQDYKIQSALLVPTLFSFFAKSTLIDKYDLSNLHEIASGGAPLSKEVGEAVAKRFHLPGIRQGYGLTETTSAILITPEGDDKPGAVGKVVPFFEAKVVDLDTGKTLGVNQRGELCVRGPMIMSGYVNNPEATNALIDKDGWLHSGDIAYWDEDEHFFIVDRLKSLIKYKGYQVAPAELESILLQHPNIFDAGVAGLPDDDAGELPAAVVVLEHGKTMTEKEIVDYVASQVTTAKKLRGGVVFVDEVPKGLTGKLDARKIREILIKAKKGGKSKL
# L major viab = Leishmania major promastigote growth inhibition | Leishmania major promastigotes, resazurin fluorescence viability | inhibition, % at 10 µM | hit rate 9% among 200,000 | AID 1063; in the data active means inhibition above about 50%;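 further: promastigotes grown with compound for 44 hours at 28 °C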
# FLuc act counter = firefly luciferase counter-screen for stimulation assays. P08659. ATPlite luciferase biochemical, luminescence, 10 min; 0 = ATP-free wells, 1 = DMSO control. activation factor at 10 µM. 200,000 tested, under 10 active. AID 1027;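 active means luciferase activation factor, scaled between plate controls, of at least 2 with compound at 10 µM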
#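 Assay system: Luciferase/luciferin detection reagent, cell-free biochemical luciferase assay / Also added: ATP substrate / Schedule: 10 min at ambient temperature / Measured by: luminescence measurement of luciferase light output / Benchmarks: low control with PBS replacing ATP, high control enzyme plus ATP without compound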
# bIAP activator = intestinal alkaline phosphatase (bovine) activation; purified bovine IAP, CDP-star luminescence, 30 min; stronger effect = higher value; fold of DMSO-control signal, blank-subtracted; activation factor at 20 µM; hit rate 0.17% among 200,000;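 active means activation factor of 2 or more at 20 µM, a signal rise over negative controls twice the positive control's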
# APP transl inh = APP translation inhibition | SH-SY5Y APP 5'UTR-luciferase reporter, luminescence | inhibition, % at 2 µM | hit rate 0.82% among 190,000;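 active means inhibition above a set limit, derived from the sample mean plus 3 SD, cut at about 45% in these data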; further: values of inactives mirror those of a sister screen read the other way
# TNAP inh no acc = TNAP (human) inhibition, acceptor-free conditions. P05186. purified TNAP, CDP-star luminescence, 30 min. inhibition, % at 20 µM. hit rate 0.26% among 200,000. AID 1012;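 active means tissue-nonspecific alkaline phosphatase inhibition above about 50% at 20 µM in the single-dose screen, limit read from the data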;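 further: 0% = DMSO negative control and 100% = EDTA positive control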
# bIAP inhibitor = intestinal alkaline phosphatase (bovine) inhibition. purified bovine IAP, CDP-star luminescence, 30 min. inhibition, % at 20 µM. 190,000 tested, under 10 active;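 active means over 50% inhibition of intestinal alkaline phosphatase at 20 µM in the single-dose screen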
#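 Assay system – bovine IAP enzyme · Quantity – bovine IAP at 1/65,000,000 final dilution · Detection – CDP-star luminescence signal · Times – 30 min reaction at room temperature · Also added – CDP-star substrate at 30 µM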
# RAM inhibit = inhibitors of the yeast RAM network; S. cerevisiae dse1pr::URA3 reporter, 5-FOA growth OD615, 2 d; analog-sensitive cbk1-as2 kinase mutant strain; inhibition, % at 50 µM; hit rate 1.8% among 190,000; AID 868;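 active means inhibition above a set limit, 3 SD over mean compound inhibition, cut at about 8.4% in these data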;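 further: 0% = DMSO-only wells with no growth and 100% = 10 µM 1-NA-PP1 full growth; inhibition rescues growth on 5-FOA so higher OD means more RAM inhibition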
# * hit, by the source's call; . = not tested or not shown.
SMILES,TNAP inh hi DEA,TNAP act hiacc,FLuc inh counter,L major viab,FLuc act counter,bIAP activator,APP transl inh,TNAP inh no acc,bIAP inhibitor,RAM inhibit
C=CCn1c(SCC(=O)Nc2cc(OC)c(NC(=O)c3ccco3)cc2OC)nnc1-c1ccncc1,-3,1,-6,-1,1.1,1.2,-8,-9,-20,8.6*
COc1cc(NS(=O)(=O)c2ccc(NC(=S)NC(=O)CC(C)C)cc2)nc(OC)n1,4,1,-3,-18,1,1,54*,-4,3,0.7
CCOC(=O)NC1(C(F)(F)F)C(=O)NC(C)=C1C#N (stereo not given),-4,1,-5,-2,1,0.9,15,-10,12,0.6
N=c1c2c(-c3ccccc3)c(-c3ccccc3)n(Cc3ccco3)c2ncn1Cc1ccccc1,3,1,0,100*,1,0.9,-3,-12,9,0.5
COc1ccc(N2CCN(S(=O)(=O)c3ccc4c(c3)CCCC4)CC2)c([N+](=O)[O-])c1,-1,1,-11,12,1.1,0.8,-6,3,18,3.5
COc1cc(/C=N/NC(=O)/C(=C/c2ccccc2)CCO)ccc1O,1,1,5,-2,1,0.9,12,0,12,-0.2
COC(=O)C1=C(C)NC(=O)C1(NS(=O)(=O)c1ccc(NC(C)=O)cc1)C(F)(F)F (stereo not given),-2,1,1,0,1,1.1,5,-5,-6,0.8
Cc1ccc(NC(=O)Cc2noc3ccccc23)nc1,-8,1.1,-6,-6,1.1,1,-22,-8,-2,1.0
Cn1c(SCC(=O)Nc2sc3c(c2C#N)CCC3)nnc1C1COc2ccccc2O1 (stereo not given),-2,1,-9,-4,1.1,0.8,0,-18,16,1.5
CCOc1ccc(NC(=O)CCCCn2c(=O)[nH]c3ccsc3c2=O)cc1,3,1,4,-2,1,1,-43,-3,2,2.8
Cc1ccc(NC(=O)OCc2ccccc2S(C)=O)cc1 (stereo not given),4,1,2,-4,1,1,-26,-3,-1,-0.4
COc1ccc(CNC(=O)c2noc(C)c2[N+](=O)[O-])cc1,-2,1,-9,0,1.1,1.1,-1,1,-14,0.3
CS(=O)(=O)NN1C(=O)c2ccccc2NC12CCCC2,-2,1,-4,-3,1,1.1,1,-10,-6,3.5
Cc1ccc(S(=O)(=O)N2CCN(Cc3nc4ccccc4n3C)CC2)cc1,-1,1,-6,10,1.1,1.1,-6,-12,-9,0.9
Cc1cc(C)c(C)c(OCC(=O)NCC2CCCO2)c1 (stereo not given),-6,1.1,-6,-4,1.1,1,-10,-11,0,-0.9
NC(=O)CSc1nc2sc3c(c2c2ncnn12)CCCC3,-1,1,-3,6,1,1,-2,-4,3,2.7
COC(=O)CN(c1cccc(F)c1)S(C)(=O)=O,-9,1.1,-12,-1,1.1,0.9,-5,-9,7,-0.1
C/C=C/c1ccc(OCCCCN2C(=O)NC(C)(C)C2=O)c(OC)c1,-4,1,-3,-3,1,1,7,-5,1,0.3
C=C(C)CN1C(=O)c2ccccc2C1=O,2,1,-3,-6,1,0.9,-6,-7,13,1.9
COc1ccc(CCNC(=O)c2nc(-c3cccs3)no2)cc1OC,-4,1,-6,1,1.1,0.9,-5,-14,6,0.2
Nn1c(Cc2ccccc2F)nnc1SCC(=O)N1CC(=O)Nc2ccccc21,3,1,-3,-5,1,1,-4,-4,-3,-0.1
COc1ccc(C2CC(c3ccccc3)=NN2C(=O)CN2N=NC3C(=O)N(c4cccc(F)c4)C(=O)C32)cc1 (stereo not given),-5,1,-5,-1,1,0.8,17,-23,16,0.0
CCOCc1nnc(NC(=O)c2cc(OC)c(OC)cc2[N+](=O)[O-])s1,-3,1,-5,-5,1.1,0.9,-27,-12,10,0.4
CC1CCc2c(sc3ncn(CCO)c(=O)c23)C1 (stereo not given),-4,1,6,-7,0.9,1,-88,-8,-1,0.1
CCn1c(C)c2c([n+]1CC)CC(C)(C)CC2=O,-5,1.1,-7,-6,1.1,1,-20,-14,2,-0.6
COC(=O)N/N=C/c1c(C)nn(-c2cccc(Cl)c2)c1Cl,-1,1,2,26,1,3*,-12,-4,-201,1.0
Cn1c(SCC(=O)Nc2ccc3nc(SCC(=O)NC4CC4)sc3c2)nnc1-c1ccccc1,-2,1,-6,-4,1.1,0.9,-10,2,6,1.0
O=C(COc1c(Cl)cc(Cl)cc1Cl)c1ccc(Cl)cc1,-4,1,-1,22,1,0.6,-17,-7,35,3.7
CNS(=O)(=O)c1ccc(C)c(S(=O)(=O)NC)c1,-7,1.1,-9,-6,1.1,1,-11,-9,2,1.2
O=C1CC(c2cccs2)c2cc3c(cc2N1)OCO3 (stereo not given),1,1,-3,-2,1,1,-11,-6,-5,1.4
CC(=O)NC(CC(=O)Nc1ccc(S(=O)(=O)N2CCCCC2)cc1)c1ccccc1 (stereo not given),-7,1.1,-4,-5,1,1.3,3,-10,-32,1.3
O=C(CCN1CCN(c2ccccc2)CC1)NNC(=S)Nc1ccccc1,-7,1.1,-3,-10,1,1.4,-4,-154,-38,1.7
O=C(NN1C(=O)C2C3C=CC(C4CC34)C2C1=O)c1ccc(Br)cc1 (stereo not given),-3,1,-7,-2,1.1,1.2,-5,0,-18,2.9
O=C1CSC(=S)N1CC1CCCO1 (stereo not given),0,1,-8,81*,1.1,0.9,0,8,12,-0.1
CC1CCc2sc(-c3n[nH]c(=S)o3)cc2C1 (stereo not given),-6,1.1,57*,5,0.4,0.9,-48,6,5,0.6
O=C(O)c1ccccc1C(=O)Nc1ccccn1,-1,1,-2,-2,1,0.9,-6,-8,5,0.1
O=C(CCn1c(=O)[nH]c2ccsc2c1=O)N1CC(=O)N(CCc2ccccc2)C(=O)C1,-1,1,-6,0,1.1,0.9,7,2,5,0.6
Cn1c(/C=C(\C#N)C(N)=S)ccc1-c1ccc(Br)cc1,9,0.9,-4,-4,1,0.9,-11,-2,6,9.6*
Cc1cc(O)cc(O)c1C(=O)Cc1ccccc1,-1,1,-4,-6,1,1.2,-20,-1,-19,0.8
O=C(CSc1nnc2ccccn12)N1CCc2ccccc21,1,1,27,-7,0.7,0.8,-105,-2,24,1.0
O=C(CSc1nc2ccccc2[nH]1)N1CCN(C(=O)c2ccco2)CC1,-2,1,-9,-4,1.1,1,-4,-14,1,0.8
CCCCCCC(=O)Nc1nc(C)c(-c2csc(Nc3ccc(Cl)cc3)n2)s1,0,1,-8,52*,1.1,0.8,-10,-4,19,3.6
S=C(NCCC1=CCCCC1)Nc1ccccc1,-1,1,-6,6,1.1,0.9,-60,-1,11,1.9
C=C(C)c1cccc(C(C)(C)NC(=O)NCc2ccncc2)c1,-8,1.1,-8,2,1.1,1.2,-11,10,-22,4.1
Cc1cccc(OCC(=O)N/N=C\C=C\c2ccc3c(c2)OCO3)c1C,-2,1,-9,-2,1.1,0.9,-28,-9,13,3.8
O=[N+]([O-])c1ccccc1N/N=C\c1ccccc1Cl,6,0.9,-4,-6,1,0.5,.,11,46,1.5
CCOC(=O)c1sc2nccc(N(C)C)c2c1N=CNOC,-4,1,-9,7,1.1,1,-9,-4,1,1.1
O=C(NNC1=NCCC1)c1cccc(S(=O)(=O)N2CCOCC2)c1,-2,1,-5,-2,1,0.9,-1,-5,7,0.5

# In a second layout: entries from further up
# Sequence of screens – TNAP inh hi DEA, TNAP act hiacc, FLuc inh counter, L major viab, FLuc act counter, bIAP activator, APP transl inh, TNAP inh no acc, bIAP inhibitor, RAM inhibit
C=CCn1c(SCC(=O)Nc2cc(OC)c(NC(=O)c3ccco3)cc2OC)nnc1-c1ccncc1
  -3, 1, -6, -1, 1.1, 1.2, -8, -9, -20, 8.6*
CCn1c(C)c2c([n+]1CC)CC(C)(C)CC2=O
  -5, 1.1, -7, -6, 1.1, 1, -20, -14, 2, -0.6
CCOC(=O)c1sc2nccc(N(C)C)c2c1N=CNOC
  -4, 1, -9, 7, 1.1, 1, -9, -4, 1, 1.1
Cn1c(SCC(=O)Nc2sc3c(c2C#N)CCC3)nnc1C1COc2ccccc2O1 (stereo not given)
  -2, 1, -9, -4, 1.1, 0.8, 0, -18, 16, 1.5
COC(=O)C1=C(C)NC(=O)C1(NS(=O)(=O)c1ccc(NC(C)=O)cc1)C(F)(F)F (stereo not given)
  -2, 1, 1, 0, 1, 1.1, 5, -5, -6, 0.8

# Further entries:
SMILES,TNAP inh hi DEA,TNAP act hiacc,FLuc inh counter,L major viab,FLuc act counter,bIAP activator,APP transl inh,TNAP inh no acc,bIAP inhibitor,RAM inhibit
Nc1ccc(S(=O)(=O)c2ccc(N)cc2)cc1,-1,1,-3,-4,1,1.1,-14,-8,-10,1.5
N/C(=N\OC(=O)CCCc1ccccc1)c1cccc([N+](=O)[O-])c1,-4,1,11,-1,0.9,1,-23,-22,3,0.3
CCN1C(=O)c2n[nH]c(C(=O)OC)c2C1=O,1,1,1,-1,1,1.1,-6,-6,-8,0.7
COC(=O)c1ccc(COC(=O)CNC(=O)c2ccc(-c3ccccc3)cc2)cc1,-1,1,-4,-7,1,0.9,-26,-5,14,3.6
CCn1c(CCNC(=O)c2ccc(OC)c(OC)c2)nc2ccccc21,-1,1,-6,1,1.1,0.5,-2,-6,.,0.2
CCC(C(=O)N1CCc2ccccc2C1)n1nc(C)n2c(cc3occc32)c1=O (stereo not given),-5,1.1,-2,-4,1,1,4,-13,3,2.5
COc1cc(SC)ccc1C(=O)NCCc1ccccc1,-1,1,6,7,0.9,1.1,-85,4,-8,-0.6
COc1ccc(CCN2C(=O)CC(N3CCN(S(=O)(=O)c4ccccc4)CC3)C2=O)cc1 (stereo not given),0,1,-5,63*,1,0.9,18,-3,6,3.3
N#C/C(=C\c1cccs1)C(=O)NCC1CCCO1 (stereo not given),1,1,3,-5,1,1,-24,-4,0,0.4
CNc1nc(C)nc(N/N=C/c2ccccc2)n1,-8,1.1,12,-5,0.9,1.1,4,-6,-6,-0.2
O=C(O)CCc1ccc(-c2ccccc2)n1Cc1ccco1,-5,1,-5,-4,1,1,-12,-19,-2,-0.5
COc1ccc(-c2ccnc3c(C(=O)O)cnn23)cc1,0,1,-6,-9,1.1,1.1,-21,-10,-5,-1.2
CN(C)C1=NCC(CSC(=N)N)S1 (stereo not given),-3,1,-6,2,1.1,0.6,-6,11,43,1.9
COc1cccc(C(=O)N/N=c2\sc3ccccc3n2C)c1,2,1,14,-4,0.9,1,1,-93,0,0.7
Cc1ccc(C(=O)O/N=C2\CCSc3ccc(C)cc32)cc1,-3,1,42,-6,0.6,0.6,-11,-13,35,3.8
Cc1ccc(-n2nnc(-c3cnc4ccccc4c3)n2)cc1,2,1,54*,3,0.5,1.1,-194,-1,-15,2.6
O=C1OCCC1Sc1nnc(-c2ccco2)o1 (stereo not given),4,1,-6,-1,1.1,0.9,8,-3,10,0.2
CC(=O)c1cc(F)c(N2CCN(C(=O)COc3ccc(F)cc3)CC2)cc1C,-1,1,-4,2,1,0.9,6,-6,5,0.1
COc1cc(C2NC(=O)NC(c3ccccc3)=C2C(C)=O)ccc1OCC(=O)O (stereo not given),-8,1.1,-2,-2,1,0.9,-6,-14,7,0.6
